mcGAS inh: inhibitors of mouse cGAS; AID 1259399; hit rate 0.15% among 160,000; recombinant cGAS, Kinase-Glo ATP depletion luminescence; inhibition, % at 12.5 µM;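 further: 0% = negative control wells and 100% = reference inhibitor with no enzyme activity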
NPYLR7 agonist: mosquito NPYLR7 agonism. hit rate 0.15% among 270,000. activation, % at 10 µM. HEK293T NPYLR7/Galpha15, GCaMP6s calcium fluorescence; in the data active means activation above about 40%;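 further: 0% = vehicle and 100% = reference agonist at the receptor; some compounds past the cut are filed as inactive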
hcGAS inh: human cGAS inhibition; hit rate 0.081% among 290,000; recombinant h-cGAS, ATP depletion, Kinase-Glo luminescence; inhibition, % at 12.5 µM;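 further: 0% = vehicle reaction and 100% = reaction without DNA for no activity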
Target sequence (Q8N884 whole entry, looked up): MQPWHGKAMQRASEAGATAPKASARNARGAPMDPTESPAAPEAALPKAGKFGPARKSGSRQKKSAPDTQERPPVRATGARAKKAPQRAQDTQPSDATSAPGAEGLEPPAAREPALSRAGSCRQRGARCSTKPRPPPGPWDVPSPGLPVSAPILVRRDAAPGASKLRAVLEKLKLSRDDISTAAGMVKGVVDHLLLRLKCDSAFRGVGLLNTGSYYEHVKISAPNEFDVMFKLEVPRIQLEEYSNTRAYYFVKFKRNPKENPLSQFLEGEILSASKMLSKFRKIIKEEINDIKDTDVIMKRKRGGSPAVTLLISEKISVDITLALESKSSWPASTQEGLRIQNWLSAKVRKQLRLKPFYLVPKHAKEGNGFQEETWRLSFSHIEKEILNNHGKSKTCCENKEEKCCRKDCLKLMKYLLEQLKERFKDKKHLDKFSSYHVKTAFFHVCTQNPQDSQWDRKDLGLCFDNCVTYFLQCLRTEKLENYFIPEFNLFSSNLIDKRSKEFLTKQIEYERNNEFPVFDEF
The depositor's hits bear a star; nt = no result given; & = joins results of further samples. Unless noted, no stated cut-off is given here; in the data, active means inhibition above about 40%; inactive means the rest.

canonical_smiles	mcGAS inh	NPYLR7 agonist	hcGAS inh
O=C(O)c1n[nH]c(=S)n1C1CC1	nt	9.0	-0.4
O=C(CNS(=O)(=O)c1c(F)cccc1F)N1CCC2(CC1)Nc1ccccc1S(=O)(=O)N2	nt	1.9	-6.2
Cn1c(=O)c(C(=O)NCCCl)c(O)c2ccccc21	-4.8	-0.3	10.8
O=C(NCc1ccc(F)cc1)C(=O)Nc1ccc(C(F)(F)F)cc1	nt	28.2	-3.7
O=C1NC2(CCCCCC2)C(=O)N1CN1CCCN(Cc2ccc(C(F)(F)F)cc2)CC1	1.7	3.6	4.5
Cc1ccc(CN(C)C(=O)CCC(=O)c2ccc3c(c2)OCCO3)cc1	nt	9.4	-10.8
Cc1c(C(=O)NCc2ccc3ccccc3n2)oc2c(F)cccc12	-7.2	0.9	-4.9
COc1cc(OC)cc(C(=O)N2CC(=O)N3CCc4cc(C)ccc4C3C2)c1 (stereo not given)	-1.9	1.9	1.8
CCCCCOc1ccc(C(=O)NCCc2ccc(S(N)(=O)=O)cc2)cc1OCCCCC	nt	-5.7	-9.4
CC(C)S(=O)(=O)CCS(=O)(=O)c1cccc(Br)c1	-13.5	-1.1	-4.1
O=C(c1cc2n(n1)CCN(Cc1ccccc1C(F)(F)F)C2=O)N1CCC(Cc2ccccc2)CC1	-3.0	-11.8	-3.9
COc1cc2c(cc1-c1nccn1C(C)c1ccncn1)OCO2 (stereo not given)	-1.4	-0.3	2.8
Cc1ccc(C)c(S(=O)(=O)CCN2CCN(C)CC2C)c1 (stereo not given)	-14.6	12.3	-7.6
Cc1nc(-c2cccs2)sc1-c1ccc(SCCN2CCOCC2)nn1	-7.1	2.4	-4.0
COC(=O)Cn1c(=NC(=O)c2ccnn2C)sc2cc(SC)ccc21	-8.0	nt	-9.0
O=C(c1cc(Cl)cc(Cl)c1)N1CCC(Cc2ccccc2)CC1	-7.0	0.8	-0.3
CC(C)C(=O)N(CCN(C)C)Cc1cc(Cl)ccc1OS(=O)(=O)c1ccc(F)cc1	-4.6	-3.5	-3.0
COc1cc2c(cc1C(=O)N1CCOC(c3ccc(Cl)cc3)C1)CCC2 (stereo not given)	nt	10.6	-10.1
O=C(c1cc2c(s1)CCCC2)N1CCCn2cncc2C1	-13.1	18.6	-1.1
COc1ccc(NC(=O)N2CCC3(CCCN(C)C3=O)C2)cc1OC (stereo not given)	-5.5	6.3	-6.6
CCCCOc1ccccc1C1C(C(=O)OC(C)C)=C(C)NC2=C1C(=O)CCC2 (stereo not given)	1.9	-2.4	4.9
CC(C)Oc1cc(N[C@H]2CCCC[C@@H]2O)nc(N)n1	nt	1.9&1.9	-5.0&-10.1
Cc1ccccc1C(=O)N1CCN(c2nc(-c3ccccc3)c3cc(Br)ccc3n2)CC1	-4.6	-0.2	-4.4
CC(NC(=O)Cc1ccsc1)c1ccc(Cl)cc1Cl (stereo not given)	-5.8	5.5	-14.3
CC(C)N1CCn2nc(C(=O)NCc3ccccc3-n3ccnc3)cc2C1	nt	22.6	-3.4
O=C(Nc1ccc(N2CCc3ccccc3C2)c(C(=O)N2CCCC2)c1)Nc1ccccc1Br	-4.5	22.0	-3.3
CCc1cccc2c(C(CC(=O)N3CC(C)OC(C)C3)c3ccccc3)cn(CC)c12 (stereo not given)	-4.4	nt	-4.6
O=C(Nc1cccc(Cl)c1F)c1cc2ccccc2oc1=O	nt	-0.4	-7.2
CCCn1c(=O)c2c(nc3n2CC(C)CN3CCc2ccccc2)n(C)c1=O (stereo not given)	-6.0	0.5	-5.9
O=C(Cn1nnc(-c2ccccc2)n1)NCC1CCCCC1	nt	-4.2	0.7

Another view of 2 compounds above:
Each structure is followed by: mcGAS inh, NPYLR7 agonist, hcGAS inh
Cc1ccccc1C(=O)N1CCN(c2nc(-c3ccccc3)c3cc(Br)ccc3n2)CC1
 : -4.6, -0.2, -4.4
O=C(CNS(=O)(=O)c1c(F)cccc1F)N1CCC2(CC1)Nc1ccccc1S(=O)(=O)N2
 : nt, 1.9, -6.2

(next part)
canonical_smiles	mcGAS inh	NPYLR7 agonist	hcGAS inh
O=C(C1CC2(CCNCC2)CN1)N1CCN(c2cccc(Cl)c2Cl)CC1 (stereo not given)	-11.4	5.6	-5.2
COc1cc(OC)cc(-c2cnccc2C)c1	-15.7	8.5	-2.8
CC(C)N(C)c1ccc(NC(=O)CC2CCCO2)cc1F (stereo not given)	-5.2	9.1	-6.5
CC1CC(Nc2cccc(NC(=O)c3ccccc3)c2)C(=O)O1 (stereo not given)	-10.4	-1.6	-4.1
CSc1ccc(C(NC(=O)c2cccc(Br)c2)c2cccc(Cl)c2Cl)cc1 (stereo not given)	-5.2	-0.8	-5.4
CCOC(=O)c1sc(NC(=O)Cn2nc([N+](=O)[O-])c([N+](=O)[O-])c2C)c(C(=O)OCC)c1C	5.8	1.5	0.1
COc1ccc(CN2CCN(c3ccc(C)c(Cl)c3)C(=O)C2C)cc1 (stereo not given)	-3.3	0.3	-6.2
O=c1c2cnc3nc(-c4cccnc4)nn3c2ccn1CCc1c[nH]c2ccc(Cl)cc12	nt	4.0	-6.4
CCC(C)N(Cc1cccc(OS(=O)(=O)c2ccc(NC(C)=O)cc2)c1)C(=O)c1ccccc1F (stereo not given)	-4.2	17.7	-14.6
CCCCOc1ccc(-c2nc(C=Nc3cccc(C(F)(F)F)c3)c(O)o2)cc1	nt	3.4	-0.2
OC1(c2ccccn2)COc2ccccc2O1 (stereo not given)	nt	-3.7	1.4
CCc1ccc(CN2CC[C@@H](c3sccc3C)[C@H](O)C2)nc1	nt	8.8	-2.7
OCCN1CCN(c2cnc(-c3ccsc3)cn2)CC1	-3.7	2.4	-6.2
Cc1ccc(CNCc2ccccc2N2CCN(C)CC2)o1	-8.4	8.1	-13.6
CC1(C)COCN1C(=O)c1cc2c(=O)n3ccccc3nc2s1	nt	8.2	-12.4
O=S(=O)(NCCNc1ccc(Nc2cccnc2)nn1)c1ccc2cccc3c2c1CC3	-7.9	-0.1	-5.8
Fc1ccccc1SCc1cccnc1	nt	27.6	0.2
COc1ccc(-n2nc(-c3ccccc3)cc2NC(=O)CN(C(=O)Nc2cc(C(F)(F)F)cc(C(F)(F)F)c2)C(C)C)cc1	-5.3	-7.6	-15.5
COc1cccc(-c2cc(C(=O)NCc3ccncc3)n3nc(C(C)(C)C)cc3n2)c1	-5.4&-4.0	16.0&11.4	-0.9&-5.1
C=c1c(C#N)c2[nH]c(N)c(C#N)c(C)c-2/c1=C\c1ccc(-c2cccc([N+](=O)[O-])c2)o1	-3.3	11.4	-28.4
O=C(c1n[nH]c2ccccc12)N1CCOC2(CNCCOC2)C1 (stereo not given)	nt	-1.4	-7.6
COc1ccc(N2C(=O)CSC2c2ccc(NC(=O)c3ccccc3Cl)cc2)cc1 (stereo not given)	-2.9	-5.0	-4.3
CCOc1ccc(C(=O)N2CCC(O)(c3ccc(C)cn3)CC2)o1	nt	10.6	-0.5
O=C(NCCn1ncc2c(=O)n(Cc3ccccc3)cnc21)C1CC1	1.4	-3.8	0.4
Cc1ccc(Cl)c(Oc2cc(N3CCN(C(=O)c4ccccc4Cl)C(C)C3)ncn2)c1 (stereo not given)	-5.3	9.1	-7.5
CC(CCc1ncnn1C)N1CCN(C)CC1 (stereo not given)	-6.7	nt	-12.3
Cc1ccc(C)c(-c2csc(NC(=O)CC#N)n2)c1	nt	-10.9	-0.5
Cc1cc(Nc2ccccc2)c2ccc(C(F)(F)F)cc2n1	-2.0	2.3	-1.7
COc1cn(CC(=O)Nc2cccc3ccccc23)c(CSc2nccn2C)cc1=O	-0.9	-3.0	2.3
CCOC(=O)C1=C(C)NNC(=Nc2cccc(C)c2C)S1	nt	1.1	-11.9
Cc1[nH]c2ccc(CNC(=O)c3cc(CC(C)C)[nH]c(=O)n3)cc2c1C	-16.7	3.5	1.5
Cn1cc(Br)cc(NC(=O)C2CC=CCC2)c1=O (stereo not given)	nt	2.1	-7.6
O=C(Cc1ccc2c(c1)CCC2)NCc1ccccc1F	3.6	-2.7	5.4
C=CC[C@@H]1CC=C[C@@H](C)N1C(=O)CC(=O)Nc1cc(OC)ccc1OC	nt	-0.9	-3.7
CCOc1ccc(C(=O)N2CC(=O)N3CCc4cc(OC)c(OC)cc4C3C2)cc1 (stereo not given)	-7.5	-2.3	-10.5
CCCN(C(C)C(=O)c1c(C)c(C(=O)OC)n(C)c1C)S(=O)(=O)c1ccc(Cl)cc1 (stereo not given)	-4.0	-12.1	-5.5
COc1cccc(NC(=O)C2(C)CCN2C(=O)C2(c3ccc(Cl)cc3)CC2)c1 (stereo not given)	-5.1	13.2	-10.2
COCc1ccc(CN2CCC(C(=O)Nc3ccc(-c4nc5ccccc5[nH]4)cc3)CC2)o1	-9.6	15.3	-7.6
C=CCC1C=C(C)CC(CC=C)N1 (stereo not given)	-6.9	6.3	-7.3
Cc1cc(NC(=O)CN2CCCCC2C2OCCO2)on1 (stereo not given)	nt	7.9	-5.4
CN(C)c1ccc(/C=C2\N=C(c3ccc(-c4ccccc4)cc3)OC2=O)cc1	-5.3	-10.5	-4.3
CN(C)CCNC(=O)NC12CC3CC(CC(C3)C1)C2	nt	2.7	-2.1
Cc1nn2c3ccccc3n(C)c2c1C(=O)CN1CCOCC1	-7.6	1.2	-4.3
NC(=O)c1cccc(CC2CCN(C(=O)Cc3cccnc3)C2)c1 (stereo not given)	nt	5.1	-2.1
CCOC(=O)c1nn(-c2ccccc2)c(=O)cc1OS(=O)(=O)c1cccc(C(F)(F)F)c1	-4.5	0.9	-2.7
COc1ccc(OC)c(NC(=O)c2nnn(-c3ccccc3)c2N)c1	-8.4	3.0	-10.5
COc1ccccc1C(=O)N(C)S(=O)(=O)c1ccc(C)cc1	nt	8.9	-6.6
Cn1ccc(=O)[nH]c1=O	nt	2.8	5.1
NC(=O)CN1CCN(C(=O)c2cn(CC3CCCO3)cc3c(=O)n(-c4ccccc4)nc2-3)CC1 (stereo not given)	-9.5	-3.5	-6.5
Cc1ccc(S(=O)(=O)NC2CCN(c3ccccc3C(=O)N(C)Cc3ccco3)CC2)cc1	-3.5	1.4	-4.1
COc1ccc(C)c2sc(=NC(=O)c3cccc(S(C)(=O)=O)c3)n(C)c12	nt	5.4	-10.9
Cc1nc(C(C)C)ncc1C(=O)N1CCN(Cc2ccccc2CO)CC1	nt	10.6	-1.9
OCC1CCCN1Cc1cc(F)cc(Br)c1 (stereo not given)	-5.4	1.2	-6.9
Cc1ccc(C2c3cccn3CCCN2Cc2cccc([N+](=O)[O-])c2)cc1C (stereo not given)	-6.0	2.6	-6.6
COc1ccc(S(=O)(=O)N(CC(=O)Nc2ccc(Cl)cc2)c2ccc(C)cc2)cc1OC	-7.5	13.2	-3.0
OC1(c2ccc(Br)cc2)C[N+](CCc2ccccc2)=C2SCCCN21 (stereo not given)	-4.1	10.1&7.8	-6.4&-0.7
CC(C)(C)OCC(O)CN1C(C)(C)CC(O)CC1(C)C (stereo not given)	-7.8	-1.6	-8.3
Cc1ncc([N+](=O)[O-])n1CCNC(=O)c1cc(-c2ccccc2)n[nH]1	-5.7	-7.4	-5.8
Cc1[nH]c2ccccc2c1C(c1cccs1)N1CCC(C)CC1 (stereo not given)	nt	3.9	-3.6
O=[N+]([O-])c1cccc(C2c3cccn3CCCN2Cc2ccccc2C(F)(F)F)c1 (stereo not given)	-3.9	-1.3	-0.2

Pulled one by one from the entries so far, 4 records:
canonical_smiles	mcGAS inh	NPYLR7 agonist	hcGAS inh
NC(=O)CN1CCN(C(=O)c2cn(CC3CCCO3)cc3c(=O)n(-c4ccccc4)nc2-3)CC1 (stereo not given)	-9.5	-3.5	-6.5
OCC1CCCN1Cc1cc(F)cc(Br)c1 (stereo not given)	-5.4	1.2	-6.9
Cc1ccc(C2c3cccn3CCCN2Cc2cccc([N+](=O)[O-])c2)cc1C (stereo not given)	-6.0	2.6	-6.6
CCOc1ccc(C(=O)N2CC(=O)N3CCc4cc(OC)c(OC)cc4C3C2)cc1 (stereo not given)	-7.5	-2.3	-10.5

Reformatted: two of the compounds above
Second line of a record – mcGAS inh, NPYLR7 agonist, hcGAS inh
COc1ccc(N2C(=O)CSC2c2ccc(NC(=O)c3ccccc3Cl)cc2)cc1 (stereo not given)
 : -2.9, -5.0, -4.3
CCOc1ccc(C(=O)N2CCC(O)(c3ccc(C)cn3)CC2)o1
 : nt, 10.6, -0.5

Remaining list, next part.
canonical_smiles	mcGAS inh	NPYLR7 agonist	hcGAS inh
CCOC(=O)c1c(NC(=O)C2CCCO2)sc2c1CCC2 (stereo not given)	-1.2	2.1	2.8
CC1=NC2=C(C(=O)CC(c3ccccc3)C2)C(c2ccc([N+](=O)[O-])cc2)C1C(=O)OC1CCCCC1 (stereo not given)	-7.6	1.7	3.9
O=C(NCc1ccccc1)c1cc2ccccc2cc1OCC(=O)N1CCCC1	nt	-0.4	3.5
COC(=O)c1sc(NC(=O)CN2CCCC2Cn2cccn2)nc1C (stereo not given)	-12.9	18.9	-6.9
Cc1ccccc1CC1(C)C(=O)Nc2ccc(S(=O)(=O)NC3CCCCC3)cc21 (stereo not given)	3.8	0.6	-2.1

Screening data: PubChem BioAssay, Fisher Drug Discovery Resource Center

Compounds as they come. Share with any hit: about 0.26%.
